CHT PAM: human CHT allosteric activation; Q9GZV3; CHT-expressing cells, membrane potential dye, choline EC20; hits give high values; LV-AA mutant CHT in HEK293 cells; B-score at 10 µM; 310,000 compounds, 0.49% hits; AID 488977;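 active = initial fluorescence not abnormally high and integrated response B-score, plate-corrected, over 3 SD above library mean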
Target sequence (Q9GZV3 whole entry, looked up): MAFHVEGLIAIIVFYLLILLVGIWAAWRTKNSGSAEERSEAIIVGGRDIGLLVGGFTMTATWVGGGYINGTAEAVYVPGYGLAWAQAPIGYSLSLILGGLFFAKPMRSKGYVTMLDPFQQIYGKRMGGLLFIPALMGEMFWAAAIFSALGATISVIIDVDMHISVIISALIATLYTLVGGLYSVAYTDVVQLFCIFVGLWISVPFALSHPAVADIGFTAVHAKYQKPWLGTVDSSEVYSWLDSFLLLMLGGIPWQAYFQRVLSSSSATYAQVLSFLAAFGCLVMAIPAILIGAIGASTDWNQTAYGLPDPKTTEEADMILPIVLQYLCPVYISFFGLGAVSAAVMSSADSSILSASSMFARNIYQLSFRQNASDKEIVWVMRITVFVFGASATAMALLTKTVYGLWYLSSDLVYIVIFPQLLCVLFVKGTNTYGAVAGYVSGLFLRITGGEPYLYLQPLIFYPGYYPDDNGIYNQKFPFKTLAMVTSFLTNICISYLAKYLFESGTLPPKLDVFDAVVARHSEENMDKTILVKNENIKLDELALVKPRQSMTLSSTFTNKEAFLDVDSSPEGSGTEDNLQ
CHT inh: inhibits the human high affinity choline transporter. Q9GZV3. CHT-expressing cells, membrane potential dye, choline response; hits give low values. B-score at 10 µM. 310,000 compounds, 0.86% hits;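 active = B-score over 3 SD under the library average, and starting fluorescence ratio not unusually high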;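 also: choline stimulus applied at its EC90 after an EC20 pre-addition; B-score computed on integrated fluorescence ratio after choline addition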
STK33 kinase inh: inhibitors of human STK33 kinase; Q9BYT3; purified STK33, MBP phosphorylation, ADP-Glo luminescence; inhibition, % at 10 µM; 320,000 compounds, 0.073% hits; AID 2661;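 active = inhibition at or above 25%, using the most active replicate where run in duplicate; inactive = inhibition below 25%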
Target sequence (Q9BYT3 whole entry, looked up): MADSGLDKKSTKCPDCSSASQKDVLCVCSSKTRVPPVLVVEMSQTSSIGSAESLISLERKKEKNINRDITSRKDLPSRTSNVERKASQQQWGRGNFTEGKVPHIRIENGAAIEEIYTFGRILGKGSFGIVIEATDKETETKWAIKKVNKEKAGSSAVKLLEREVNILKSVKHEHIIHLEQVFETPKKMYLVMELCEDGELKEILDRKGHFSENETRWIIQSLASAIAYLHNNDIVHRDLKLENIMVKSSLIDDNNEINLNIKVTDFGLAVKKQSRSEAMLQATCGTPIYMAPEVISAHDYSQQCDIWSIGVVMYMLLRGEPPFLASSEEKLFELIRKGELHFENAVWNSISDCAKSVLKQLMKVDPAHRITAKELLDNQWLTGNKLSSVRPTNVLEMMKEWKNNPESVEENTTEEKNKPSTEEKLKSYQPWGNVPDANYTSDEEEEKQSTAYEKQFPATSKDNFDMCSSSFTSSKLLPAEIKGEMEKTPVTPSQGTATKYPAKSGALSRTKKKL
Starred values were filed as active, the others as inactive; i = inactive; nt = no result given.

SMILES | CHT PAM | CHT inh | STK33 kinase inh
COc1ccc(NS(=O)(=O)c2cccc(C(=O)NNC(=O)CNC(=O)c3ccccc3F)c2)cc1 | i | i | -1.8
CC(C)(C)OC(=O)C(C)(C)O/N=C(\C(=O)O)c1csc(N)n1 | i | i | -0.5
COc1ccc(C(=O)COC(=O)COc2ccc(C)c(C)c2)cc1 | i | i | nt
CCS(=O)(=O)N1CCN(Cc2ccccc2OC)CC1 | i | i | -1.3
CC1=NN(C(N)=S)C(=O)C1N=Nc1ccccc1O (stereo not given) | i | i | -0.6
Cc1onc(-c2ccccc2)c1C(=O)N=C(N)c1ccc(C(F)(F)F)cc1 | i | i | 0.1
Cc1cc2cc(C)c(NCCNC(=O)c3ccccc3Cl)nc2cc1C | i | i | 1.0
N#Cc1ccc(OCC(O)CS(=O)(=O)c2ccccc2)cc1 (stereo not given) | i | i | -0.7
C=CCn1c(C)csc1=Nc1ccccc1C | i | i | 0.2
Cc1cccc(N2CCN(C(=O)C3CCN(S(=O)(=O)c4cnc[nH]4)CC3)CC2)c1C | i | i | -0.9
CC1CN(Cc2ccc(C#N)cc2Cl)CC(C)O1 (stereo not given) | i | i | -0.4
Cc1ccc(/C=N/NC(=O)Cc2c[nH]c3ccccc23)c(C)c1 | i | i | 0.4
Nn1c(COc2ccccc2F)nnc1SCC(=O)NC1CC1 | i | i | nt
CCC(C)[C@H]1CNCCN1CCCc1cc(OC)c(OC)c(OC)c1 (stereo not given in full) | i | i | -2.6
CCn1c(SC(=O)NC2CCCCC2)nnc1-c1cccs1 | i | i | 1.4
CC(=O)CCc1c(C)c2cc(C)ccc2[nH]c1=O | i | i | 0.1
O=C(CCSCCC(=O)NCc1cccs1)NCc1cccs1 | i | i | -1.1
CSCC(=O)N1CCC(n2nccc2NC(=O)c2ccc3c(c2)OCO3)CC1 | i | i | -0.5
C=CCSc1nnc2c(n1)-c1cccc3cccc-2c13 | i | i | 0.1
COc1ccc(NC(=O)c2cc3c(-c4ccc(OC)c(OC)c4)nn(C)c3s2)cc1OC | i | i | nt
CCOC(=O)CSc1nc(-c2ccccc2)nc2ccc(F)cc12 | i | i | -1.4
CCOC(=O)c1nnn(CC(=O)NC(=O)Nc2ccccc2)c1C(=O)OCC | i | i | 1.0
CCn1c(=O)c([N+](=O)[O-])c(NCCc2ccccc2)c2ccccc21 | i | i | -0.4
CN(C)C(=O)c1ccc(NC(=O)c2sccc2-c2ccccc2)cc1 | i | i | 0.2
CS(=O)(=O)c1ccc(NC(=O)C2CC(=O)N(c3ccc4c(c3)OCCO4)C2)cc1 (stereo not given) | i | i | -0.3
Cc1cc(=O)[nH]c(SCC(=O)N2CCC(Cc3ccccc3)CC2)n1 | i | i | -1.0
COCCN1C(=O)N[C@@H](c2cccc(F)c2)C(C(=O)OC)=C1C | i | i | -0.1
O=C(CSCc1ccc([N+](=O)[O-])cc1)Nc1ccc(S(=O)(=O)N2CCCCCC2)cc1 | i | i | -1.4
Cc1ccc(OCCCC(=O)N2CCOCC2)cc1 | i | i | 0.1
CCOC(=O)N1CCN(Cc2nc(-c3cccc(Cl)c3)no2)CC1 | i | i | 0.4
CCC(=O)Nc1ccc(SC#N)cc1C | i | i | -2.8
COc1ccc(CNC(=O)COc2ccc([N+](=O)[O-])cc2)cc1 | i | i | -0.5
COC(=O)COc1ccc2oc(=O)cc(-c3cc4ccccc4o3)c2c1 | i | i | -0.4
COc1ccc(Cc2nnc(SCC(=O)c3ccc(OC)cc3)o2)cc1 | i | i | -1.8
C/C(Cn1cnc([N+](=O)[O-])n1)=N\NC(=O)c1ccc(O)cc1O | i | i | 3.5
COc1ccc(O)c(C2=Nc3ccccc3N=C(c3cccs3)C2)c1 | i | i | 1.2
CCCCN(C)C(=O)C1CCC(CNS(=O)(=O)c2ccc3c(c2)CC(C)N3C(C)=O)CC1 (stereo not given) | i | i | -1.9
Cc1cccc(NC(=O)C(=O)NCCc2c[nH]c3ccccc23)c1C | i | i | -2.2
CC(C)CCCC(C)CCOC(=O)CN1CCCC1 (stereo not given) | i | i | -1.6
CCCCCCn1c(=O)c(-c2ccccc2)c(O)c2ccccc21 | i | i | -0.2
COc1cc(C(=O)N/N=C/c2ccc(OC(=O)c3cccc(C)c3)cc2)ccc1O | i | i | 1.8
COc1cc(NC(=O)c2ccc(C)cc2C)ccc1NC(=O)c1cccs1 | i | i | 0.4
CC(OC(=O)c1ccc(Cl)c(S(=O)(=O)N2CCc3ccccc32)c1)C(=O)Nc1ncc(Cl)cc1Cl (stereo not given) | i | i | -0.4
O=C(CSc1nc(-c2ccccc2)cs1)Nc1nccs1 | i | i | -1.4
Cc1ccc(C(=O)N/C(=C\c2cn(C)c3ccccc23)C(=O)N2CCOCC2)cc1 | i | i | -1.9
CCCCNc1c(-c2ccc(SC(C)CC)cc2)nc2ccccn12 (stereo not given) | i | i | 4.5
CN(C)c1ccc(/C=N/NC(=O)c2ccc(NC(=O)c3ccccc3)cc2)cc1 | i | i | -0.7
C#Cc1ccc([C@H]2C=C(C(=O)OCC=C)O[C@@H](OCC)[C@@H]2CCCO)cc1 | i | i | -0.9
COc1ccccc1-c1cc(C(=O)N2CCN(S(=O)(=O)c3ccc(C)cc3)CC2)[nH]n1 | i | i | nt
CC1=C2C(CCS2(=O)=O)CC2(C1)C(=O)OC(C)(C)OC2=O (stereo not given) | i | i | -0.5
O=C(Nc1nc(-c2cccnc2)cs1)c1ccccc1[N+](=O)[O-] | i | i | 0.4
C=CCN1C(=O)CN=C1Nc1cccc(C)c1 | i | i | -1.4
COc1ccc(NC2c3ccccc3C(=O)N2c2cccnc2)cc1 (stereo not given) | i | i | -0.5
COc1ccc(N2CCC(CNS(=O)(=O)c3cccc(C(F)(F)F)c3)C2)cc1 (stereo not given) | i | i | 1.4
COc1nc(Nc2ccc(OC)c(Cl)c2)nc(OC)n1 | i | i | 0.5
Cc1cc(Nc2ccc(Cl)cc2)n2nnnc2n1 | i | i | -0.1
O=C(NCCc1ccccc1)C1CCCN1S(=O)(=O)c1cccc2nsnc12 (stereo not given) | i | i | -0.2
Cc1ccnc(SCC(=O)N2CCN(C(c3ccccc3)c3ccccc3)CC2)n1 | i | i | 0.0
CCOC(=O)C[C@H]1c2ccc(C(F)(F)F)cc2S(=O)(=O)N1C1CCCC1 | i | i | 1.5
COc1cc(C(=O)O)cc(NC(=O)c2ccco2)c1OC | i | i | 0.2

Compounds shown so far with a COOH group, in the order listed:
SMILES | CHT PAM | CHT inh | STK33 kinase inh
CC(C)(C)OC(=O)C(C)(C)O/N=C(\C(=O)O)c1csc(N)n1 | i | i | -0.5
COc1cc(C(=O)O)cc(NC(=O)c2ccco2)c1OC | i | i | 0.2

New compounds follow
SMILES | CHT PAM | CHT inh | STK33 kinase inh
Cc1nnc(NC(=O)CSc2nnc(-c3ccoc3C)n2CC(C)C)s1 | i | i | -0.2
O=C1N=C(N2CCN(c3ccccc3)CC2)S/C1=C\c1ccco1 | i | i | 0.4
COc1ccc(N=Cc2ccc[nH]2)cc1 | i | i | -0.1
CCn1c(=O)cc(OCC(=O)NC2CCCCC2)c2ccccc21 | i | i | -0.3
Cc1cc(C)n(-c2ccc(N3CCOCC3)nn2)n1 | i | i | -2.2
COc1ccccc1C(NC(=O)C1CCCCC1)c1c(O)ccc2ccccc12 (stereo not given) | i | i | -2.0
CCCCSc1nnc(C)c(=O)[nH]1 | i | i | -2.6
Nc1cc(=O)[nH]c(SCCSc2cc(Cl)ccc2Cl)n1 | i | i | -1.3
CN(Cc1ccccc1)C1CCNCC1 | i | i | -0.5
O=C(CSc1nc2ccccc2c(=O)n1NC(=O)Cc1ccccc1)NCc1ccccc1Cl | i | i | -0.8
COc1ccc(S(=O)(=O)N2CCN(C(=O)c3cccc(Cl)c3)CC2)cc1 | i | i | -1.7
COc1ccc(C(=O)Cn2c3ccccc3n3nc(CCC(=O)O)c(=O)nc23)cc1OC | i | i | -2.1
Cc1cc(C)cc(C(=O)NCC(=O)NCCc2c[nH]c3ccccc23)c1 | i | i | 0.2
CN(C)c1ccc(P(=O)(OCc2ccccc2)C(O)c2ccc(Br)cc2)cc1 (stereo not given) | i | i | -3.5
CCc1ccc2c(c1)cc(CN(C(=S)Nc1ccccc1Cl)C1CC1)c1nnnn12 | i | i | -0.9
C/C(=N\NC(=O)CCn1nc(C)cc1C)C(C)(C)C | i | i | 0.5
CCOc1c(OC)cccc1C1CC(=O)Nc2cc(OC)c(OC)cc21 (stereo not given) | i | i | -2.0
Nc1nonc1-n1nnc(C(=O)N/N=C/c2cccc(F)c2)c1CN1CCCCCC1 | i | i | 8.5
CN=c1sc(C(=O)Nc2cccc(Cl)c2)cc(=O)n1C | i | i | -0.6
COc1ccc(OCC(O)CN2CC(C)OC(C)C2)cc1 (stereo not given) | i | i | 2.8
CC(=O)c1cccc(NC(=O)N2C3CCCC2CC(NC(=O)C2CC2)C3)c1 (stereo not given) | i | i | -1.3
Cc1nn(Cc2ccccc2Cl)c(C)c1C(=O)N1CCN(c2ccccc2)CC1 | i | i | 1.5
CC(C)NC(=O)NC(=O)COC(=O)c1ccccc1F | i | i | 0.5
CC1(C(=O)OCC(=O)Nc2nc(-c3ccc(F)c(F)c3)cs2)CC1(Cl)Cl (stereo not given) | i | i | -1.6
COc1cc2ccccc2cc1C(=O)Nc1ccc(S(=O)(=O)Nc2cc(C)on2)cc1 | i | -5.68* | -0.5
Fc1ccccc1CSc1nc2ccccc2[nH]1 | i | i | 2.1
Cn1cc(S(=O)(=O)NC2CCCCC2)c(=O)n(C)c1=O | i | i | -0.3
CC1(C)CC(=O)C2=C(C1)N(Cc1ccccc1)C(=O)C2(NC(=O)C(C)(C)C)C(F)(F)F (stereo not given) | i | i | -0.8
C/C=C/c1ccc(OCCCCN(C)Cc2ccccc2)c(OC)c1 | i | i | -2.2
c1ccc2ncc(-n3cnnn3)cc2c1 | i | i | 1.0
CC(=O)Nc1ccc(C(=O)Nc2ccc3c(c2)OCCO3)cc1 | i | i | -2.6
Cc1ccc(N(CC(=O)Nc2ccccc2-c2ccccc2)S(=O)(=O)c2ccccc2)c(C)c1 | i | i | 0.1
CC(C)(C)CC(=O)NCc1cccs1 | i | i | -2.0
CCN(CC)c1ccc(C(=O)OCC(=O)Nc2ccccc2-c2ccccc2)cc1 | i | i | -1.1
CCOC(=O)N/N=C/C=C/c1ccccc1[N+](=O)[O-] | i | i | -2.1
Cc1cc(C)nc(SCC(=O)NCc2ccco2)n1 | i | i | 0.0
COc1cccc2c1CCc1c-2nc2ccccc2c1C(=O)O | i | i | 0.7
CCS(=O)(=O)N1CCN(c2ccc(C(=O)NC34CC5CC(CC(C5)C3)C4)cc2[N+](=O)[O-])CC1 | i | i | nt
Cc1ccc2c(c1)NC(c1cccs1)C1=C(CC(C)(C)CC1=O)N2 (stereo not given) | i | i | -1.3
CS(=O)(=O)Nc1ccccc1C(=O)N1CCN(c2ccccc2)CC1 | i | i | -0.5
C#CCOCCOCCOCCNc1nc(N2CCN(C(=O)[C@H]([C@@H](C)CC)n3cc([C@@H](N)CC(C)C)nn3)CC2)nc(N2CCN(C(=O)[C@H](Cc3ccc(O)cc3)n3cc([C@@H](N)CC(C)C)nn3)CC2)n1 | i | i | -1.5
O=C(CSc1nnc(Nc2ccccc2)s1)NCCN1C(=O)CSC1=O | i | i | -1.7
Oc1ccc(-c2nc3ccccn3c2NCc2ccco2)cc1 | i | i | 1.3
CCc1nn2cc(-c3ccccc3)nc2s1 | i | i | 0.1
CCNC(=S)N1CCn2cccc2C1c1ccc(F)cc1 (stereo not given) | i | i | -1.8
Cc1nn(C)cc1CN1CCC(n2nccc2NC(=O)CCCc2ccccc2)CC1 | i | i | 0.4
Cc1cccc(NC(=O)CCN2CC(C)OC(C)C2)c1 (stereo not given) | i | i | -1.5
FC(F)C(F)(F)c1cc(-c2ccc(Cl)cc2)n[nH]1 | i | i | -0.1
CC1=[N+](C)N(c2ccccc2)C(=O)C1N=Cc1ccccc1Cl (stereo not given) | i | i | -2.3
CCOC(=O)c1cccc(NC(=O)CCc2nc(-c3ccc(C)cc3)no2)c1 | i | i | -1.0
C/C(=N\NC(=O)Cc1c[nH]c2ccccc12)c1ccc2ccccc2c1 | i | i | -0.3

Copied from the list:
CC1=[N+](C)N(c2ccccc2)C(=O)C1N=Cc1ccccc1Cl (stereo not given) in STK33 kinase inh is listed with -2.3
Oc1ccc(-c2nc3ccccn3c2NCc2ccco2)cc1 in STK33 kinase inh is listed with 1.3
Cc1nn(C)cc1CN1CCC(n2nccc2NC(=O)CCCc2ccccc2)CC1 in STK33 kinase inh is listed with 0.4
CCc1nn2cc(-c3ccccc3)nc2s1 in STK33 kinase inh is listed with 0.1
C/C(=N\NC(=O)Cc1c[nH]c2ccccc12)c1ccc2ccccc2c1 in STK33 kinase inh is listed with -0.3
FC(F)C(F)(F)c1cc(-c2ccc(Cl)cc2)n[nH]1 in STK33 kinase inh is listed with -0.1
O=C(CSc1nnc(Nc2ccccc2)s1)NCCN1C(=O)CSC1=O in STK33 kinase inh is listed with -1.7

Filtered by structure, those above with a CF3 group
SMILES | CHT PAM | CHT inh | STK33 kinase inh
Cc1onc(-c2ccccc2)c1C(=O)N=C(N)c1ccc(C(F)(F)F)cc1 | i | i | 0.1
COc1ccc(N2CCC(CNS(=O)(=O)c3cccc(C(F)(F)F)c3)C2)cc1 (stereo not given) | i | i | 1.4
CCOC(=O)C[C@H]1c2ccc(C(F)(F)F)cc2S(=O)(=O)N1C1CCCC1 | i | i | 1.5
CC1(C)CC(=O)C2=C(C1)N(Cc1ccccc1)C(=O)C2(NC(=O)C(C)(C)C)C(F)(F)F (stereo not given) | i | i | -0.8

Screens from PubChem.
